Source: PubChem BioAssay (National Center for Advancing Translational Sciences (NCATS))
DT40 TDP1 no CPT – qHTS for Inhibitors of human tyrosyl-DNA phosphodiesterase 1 (TDP1): qHTS in cells in absence of CPT | DT40 Tdp1-/- hTDP1 cells, no CPT, ATP luminescence, 48 h | Potency, µM (doses to about 46.2 µM), inactives show top-dose activity change, negative = growth inhibition, actives largely listed as inhibitors | actives 15% (n = 420,000) | AID 686978, 2013; further: nearly all actives have a fitted effect of over 55% in size
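No-CPT arm: Tdp1-/-;hTDP1 DT40 cells (400/well) plus compounds, incubated ≥48 hr at 37 °C. Readout CellTiter-Glo luminescence.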
DT40 TDP1 CPT – growth inhibition of DT40 Tdp1-/-;hTDP1 cells with camptothecin (screen for TDP1 inhibitors). actives 12% (n = 420,000). Potency, µM (highest dose often 46.2 µM), for inactives: top-dose activity change, negative = growth inhibition, hits mostly inhibitors. chicken DT40 Tdp1-/-;hTDP1 cells + 20 nM CPT, ATP luminescence, 48 h; further: nearly all actives have a fitted effect of over 55% in size
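Chicken DT40 Tdp1-/- cells stably complemented with human TDP1 were seeded at 400 cells/well in medium containing 20 nM camptothecin, exposed to pin-transferred compounds, and grown at 37 °C for at least 48 hr. Viability was read as ATP luminescence.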
TDP1 inh – TDP1 (human) enzyme inhibition | recombinant TDP1, AlphaScreen DNA substrate cleavage | Q9NUW8 | actives 0.28% (n = 350,000) | Potency, µM (highest dose often 130 µM), without a hit: top-dose activity change, negative = inhibition, most hits filed as inhibitors | AID 485290; further: nearly all actives have a fitted effect of over 40% in size
Target sequence (Q9NUW8 whole entry, looked up): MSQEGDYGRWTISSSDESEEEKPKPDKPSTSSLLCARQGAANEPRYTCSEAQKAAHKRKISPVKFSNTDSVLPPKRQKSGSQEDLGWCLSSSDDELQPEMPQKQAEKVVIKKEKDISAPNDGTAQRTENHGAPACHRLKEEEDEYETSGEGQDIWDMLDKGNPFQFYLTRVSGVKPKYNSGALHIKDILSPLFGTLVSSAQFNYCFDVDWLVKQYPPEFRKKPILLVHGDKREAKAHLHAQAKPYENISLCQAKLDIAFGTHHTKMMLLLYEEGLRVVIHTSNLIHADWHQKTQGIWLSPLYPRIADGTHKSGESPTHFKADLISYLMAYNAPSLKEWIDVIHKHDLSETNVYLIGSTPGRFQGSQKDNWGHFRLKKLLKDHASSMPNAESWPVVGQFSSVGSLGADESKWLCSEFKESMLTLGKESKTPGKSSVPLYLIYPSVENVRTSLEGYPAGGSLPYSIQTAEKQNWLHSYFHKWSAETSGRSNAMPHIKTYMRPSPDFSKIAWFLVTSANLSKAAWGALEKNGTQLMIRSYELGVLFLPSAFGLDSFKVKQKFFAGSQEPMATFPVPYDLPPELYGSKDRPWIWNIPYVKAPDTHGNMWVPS
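AlphaScreen read-out: signal falls as enzyme removes the 3' tyrosine-FITC from a 5'-biotinylated DNA oligo (15 nM, 5 min, RT). Enzyme was E. coli-made recombinant Tdp1 at 1 nM, exposed to compound for 15 min beforehand; beads 10 ug/ml, 10 min.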
An asterisk follows results filed as active; ? = inconclusive; · = not tested or not shown; & = joins results of further samples; [ ] = remark or other dose. The call rests on the fitted dose curve; in most records, active means well fitted curve in the direction sought with a large enough effect; inconclusive means small, poorly fitted or top-dose-only effect, or another doubt; inactive means no such curve, though single readings can be large; an effect the other way counts as inactive or inconclusive. On the % scale 0 is the no-effect control and ±100 the full control effect; potency means the concentration at half of the fitted maximal effect.

SMILES	DT40 TDP1 no CPT	DT40 TDP1 CPT	TDP1 inh
Cc1ccc(NC(=O)CC(O)(C(F)(F)F)C(F)(F)F)cc1	?	?	0%
COC(=O)c1ccccc1NC(=O)COC(=O)CSCC(=O)N1CCOCC1	3%	-13%	6%
COc1ccc(C2c3[nH]c4ccccc4c3C[C@H]3C(=O)N(CC(C)C)CC(=O)N23)c(OC)c1 (some centres undefined)	?	?	·
CC(C)Cc1nnc(NC(=O)c2cc(-c3ccccc3)nc3ccccc23)s1	-6%	-8%	-2%
O=C(CCn1cnc2ccccc21)N=Nc1c(O)[nH]c2ccccc12	-9%	?	3%
CC(=O)Nc1ccc(C)c([N+](=O)[O-])c1	-15%	-15%	-5%
COc1cccc(CN(C)C(=O)c2[nH]c(C)c(C(C)=O)c2C)c1OC	12µM*	18µM*	·
O=C(N/N=C/c1ccncc1)/C(=C/c1ccccc1)NC(=O)c1ccccc1	-8%	1%	0%
O=S1(=O)CC(N2CCCCC2)C(N2CCCCC2)C1 (centres undefined)	-10%	-6%	2%
CC(=O)C1CCC2C(CCC3=CC(=O)CCC32)C1 (centres undefined)	?	-1%	·
O=C(NCCc1ccccc1)C(=S)N1CCCCC1	-12%	-2%	0%
CC1CCc2sc(C(=O)NC3CCCCC3)cc2C1 (centres undefined)	?	?	-2%
CCCC(c1nnnn1C(C)(C)CC)N(CCCO)Cc1cc2cc(C)cc(C)c2[nH]c1=O (centres undefined)	?	?	3%
Cc1ccc(C(=O)C(C)OC(=O)Cn2[nH]c(=O)c3ccccc3c2=O)cc1C (centres undefined)	3%	1%	4%
CC(NC(=O)c1ccc(Cn2c(=O)c3cccn3c3cccnc32)cc1)c1ccccc1 (centres undefined)	?	-29%	-3%
CCS(=O)(=O)CCSC(=N)N	?	?	-4%
Cc1cc(OCC(=O)NCCO)cc(C)c1Cl	0%	4%	3%
Cc1n[nH]c(=O)c2c(NC(=O)CSc3nc4ccccc4c(=O)n3C(C)C)oc(C)c12	?	?	6%
Cc1ccc(-n2nc(-c3ccccc3)c3cnc4cc5c(cc4c32)OCO5)cc1C	-20%	-10%	0%
CCOC(=O)c1sc(NC(=S)NC(=O)C23CC4CC(CC(C4)C2)C3)cc1C	?	-1%	1%

The last seven records of the part before come first, to join the parts:
SMILES	DT40 TDP1 no CPT	DT40 TDP1 CPT	TDP1 inh
Cc1ccc(C(=O)C(C)OC(=O)Cn2[nH]c(=O)c3ccccc3c2=O)cc1C (centres undefined)	3%	1%	4%
CC(NC(=O)c1ccc(Cn2c(=O)c3cccn3c3cccnc32)cc1)c1ccccc1 (centres undefined)	?	-29%	-3%
CCS(=O)(=O)CCSC(=N)N	?	?	-4%
Cc1cc(OCC(=O)NCCO)cc(C)c1Cl	0%	4%	3%
Cc1n[nH]c(=O)c2c(NC(=O)CSc3nc4ccccc4c(=O)n3C(C)C)oc(C)c12	?	?	6%
Cc1ccc(-n2nc(-c3ccccc3)c3cnc4cc5c(cc4c32)OCO5)cc1C	-20%	-10%	0%
CCOC(=O)c1sc(NC(=S)NC(=O)C23CC4CC(CC(C4)C2)C3)cc1C	?	-1%	1%
CCC/C=N/NC(=O)c1cccc(Br)c1	0%	0%	2%
O=C(CCc1nnc(CCC2CCCCC2)o1)NCCc1cccnc1	4%	-6%	2%
CCCN1Cc2cccc(C(=O)NCc3ccc(C)cc3)c2C1=O	17%	?	1%
Cc1noc(/C=C/N(C)C)c1S(=O)(=O)N1CCCC(C(=O)Nc2ccccc2F)C1 (centres undefined)	-8%	?	3%
CCNC(=O)C1(C)CCCCN1Cc1ccc(C#N)cc1 (centres undefined)	?	?	·
CCC(=O)Nc1ccc(C(=O)CSc2nnc(-c3ccc(NS(=O)(=O)CC)cc3)o2)cc1OC	1.2µM*	1.6µM*	·
O=C(CC1SC(N2CCCC2)=NC1=O)Nc1ccc(C(=O)NCCc2ccc(F)cc2)cc1 (centres undefined)	-12%	-11%	1%
CC(=O)NC(Cc1cccc(F)c1)C(=O)NC1CCN(C(=O)Nc2ccc(C)cc2)CC1 (centres undefined)	5%	5%	·
Cc1ccc(S(=O)(=O)N2CCCCC2C)cc1[N+](=O)[O-] (centres undefined)	15µM*	12µM*	3%
COc1cccc(C2CC(c3ccccc3Cl)n3nnnc3N2)c1 (centres undefined)	?	?	3%
CC[C@H](C)N(C)C(=O)c1cc2ccccc2c(-c2ccccc2Cl)n1	30µM*	?	-4%[56.1 µM]
Cc1ccc(CNC(=O)c2ccc(N3CCC4(CC3)CC(c3cccc(Br)c3)=NO4)c(NC(=O)c3c(Cl)cccc3Cl)c2)cc1	-17%	6%	0%
Cn1c(=O)c2cc(S(=O)(=O)NC(Cc3ccccc3)C(=O)NCc3ccco3)ccc2n(C)c1=O (centres undefined)	-23%	-1%	0%
CCN(CC)c1ccc(-n2c(O)c(C=C3N=c4ccccc4=N3)sc2=S)cc1	-28%	-25%	1%
O=C(NCc1nc2ccccc2[nH]1)c1cc2ccccc2oc1=O	-7%	-27%	9%
Cc1nc(-c2noc(-c3ccc(Cl)cc3)n2)c(C(F)(F)F)o1	-5%	13%	5%
COc1ccc(OC)c(CCNC(=O)c2ccc3c(c2)N(Cc2ccc(F)cc2)CCS3)c1	?	21µM*	6%
Cc1noc(C)c1C(=O)N1CCC2(CCCN(Cc3ccc(C#N)cc3)C2)CC1	?	-2%	·
Fc1ccc(N2CCN(Cc3cnc(N4CCOCC4)s3)CC2)cc1	15%	3%	3%
O=C(Nc1ccc(F)cc1)c1ccc2nsnc2c1	-24%	-11%	5%
O=C(NC1CCCC1)C1c2ccccc2OCC(=O)N1CCc1c[nH]c2ccccc12 (centres undefined)	?	-27%	·
COc1cc(C2c3c(oc4ccccc4c3=O)C(=O)N2c2nccs2)ccc1O (centres undefined)	-25%	-30%	·
COc1ccc(CCn2c(C)cc(C(=O)CSc3nnnn3C)c2C)cc1	?	-15%	-1%
N=c1c(S(=O)(=O)c2ccccc2)cc2c(=O)n3ccccc3nc2n1CC1CCCO1 (centres undefined)	?	?	2%
O=C(NCc1cc(Cl)cc(Cl)c1)c1ccc2nc([C@@H]3O[C@H](CO)[C@H](O)[C@H](O)[C@H]3O)[nH]c2c1	2%	-10%	·
CC(C)CC1Nc2ccc(C(=O)NCCCN3CCOCC3)cc2NC1=O (centres undefined)	16µM*	26µM*	-12%
CCOC(=O)CNC(c1ccccc1)c1cc(Br)ccc1NC(=O)c1cccc(Cl)c1 (centres undefined)	23µM*	?	-8%[12.3 µM]
O=C(O)c1ccc(N/N=C/c2ccc(-c3ccc(Br)cc3)o2)cc1	?	?	15%
Cc1cc(C(=O)OCC(=O)Nc2c(Cl)cccc2Cl)c(C)o1	-7%	-2%	1%
S=C(Nc1ccc(Cl)c(Cl)c1)N1CCN(c2ccccn2)CC1	-23%	7%	·
O=C(CNC1CCN(Cc2ccccc2)CC1)Nc1ccc(S(=O)(=O)N2CCCCC2)cc1	?	?	·
COc1ccc(Cc2nc3ccccc3[nH]2)cc1OC	-28%	-16%	3%
Cc1ccc(SC(C)C(=O)Nc2ccc(S(=O)(=O)N3CCOCC3)cc2)cc1 (centres undefined)	16µM*	?	-1%
Cc1ccc2oc3c(c(=O)c2c1)C(c1cccc(O)c1)N(c1ccccn1)C3=O (centres undefined)	?	?	3%
O=C1NCCCC1(c1ccccc1)c1ccccc1	-17%	-1%	·
COC(=O)c1cc(Br)c(=O)n(Cc2ccc(OC)c(OC)c2)c1	-27%	-12%	3%
CC(C)NC(=O)N(C)C[C@@H]1OCc2ccccc2-c2c(n(C)c3ccccc23)C(=O)N([C@@H](C)CO)C[C@@H]1C	?	-20%	·
Cn1ncc(Br)c1C(=O)N1CCCCCC1	0%	-7%	2%
Clc1ccc(C2[C@H]3CN(Cc4ccc(-c5ccccc5)cc4)[C@H](c4ccccc4)C34CC2(c2ccccc2)C4)cn1 (some centres undefined)	-19%	9%	4%&4%
Cn1c(CCNC(=O)c2ccco2)nc2cc(NC(=O)NC3CCCCC3)ccc21	?	-16%	7%
CN(Cc1ccccc1)S(=O)(=O)c1ccc(Cl)c(C(=O)N2CCOCC2)c1	21µM*	18µM*	·
Cc1ccc(S(=O)(=O)N(C)c2ccc(C(=O)N3CCOCC3)cc2)cc1	-18%	-2%	2%
CCOC1=C2CN(S(=O)(=O)c3ccc(C)cc3)[C@@H](c3cccs3)C[C@H]2[C@H]2C(=O)N(c3ccccc3)C(=O)[C@H]2C1	12%	2%	·
O=C(NCC(c1ccco1)N1CCOCC1)c1ccc(F)c(F)c1 (centres undefined)	-7%	-3%	0%
Cc1cc(Nc2cccc(F)c2)nc(-c2ccccc2O)n1	?	?	-5%
O=C(CNC(c1ccccc1)c1ccccc1)Nc1ccccc1Br	?	?	·
COc1ccc(C2C(C(=O)c3ccco3)=C(O)C(=O)N2c2nnc(C)s2)cc1 (centres undefined)	4%	11%	-6%
C[C@@H](OC(=O)c1[nH]cnc1C(=O)N1CCN(C(=O)OC(C)(C)C)CC1)c1ccccc1	-18%	?	0%
CCCN1CCN(C(=O)Cn2c(-c3cccs3)cc3cc(F)ccc32)CC1	-70%	12µM*	9%
CCOC(=O)c1c(C)c(C(=O)NCc2ccc3c(c2)OCO3)c(C)n1C	-19%	-10%	7%
CCOc1ccccc1C1C(C#N)=C(N)Oc2n[nH]c(CC)c21 (centres undefined)	?	?	2%
O=C(CCC(=O)n1ncc2ccccc21)NCc1ccc(F)cc1	20%	-6%	·
CCOc1ccc(/C=C2\SC(=S)N(CCCC(=O)NCCCN3CCOCC3)C2=O)cc1	?	18µM*	0%
CCCNC(=O)C(Cc1ccc(I)cc1)NC(=O)c1ccc(C#N)cc1 (centres undefined)	-22%	4%	0%
COc1cc(NS(=O)(=O)c2cc3[nH]c(=O)c(=O)[nH]c3cc2C)cc(OC)c1OC	?	-4%	·
COCc1nnc(NS(=O)(=O)c2ccc(F)cc2)s1	7%	7%	·
C=CC[C@@H](CC(=O)N[C@H](CO)Cc1ccccc1)C(=O)N[C@H](COC(=O)[C@@H](CC=C)Cc1ccc(F)cc1)Cc1c[nH]c2ccccc12	18µM*	13µM*	3%
Cc1ccc(C(=O)N/C(=C\c2cccs2)C(=O)NCCCn2ccnc2)cc1	-6%	-3%	-3%
Cc1ccccc1NC(=S)NC(NC(=O)C(C)(C)C)C(Cl)(Cl)Cl (centres undefined)	-22%	-6%	3%
COc1cc(/C=N/NC(=O)CSCc2ccc([N+](=O)[O-])cc2)cc(OC)c1OC	?	-29%	-10%

3 compounds drawn at random from those above, as already listed:
SMILES	DT40 TDP1 no CPT	DT40 TDP1 CPT	TDP1 inh
O=C(CCC(=O)n1ncc2ccccc21)NCc1ccc(F)cc1	20%	-6%	·
C[C@@H](OC(=O)c1[nH]cnc1C(=O)N1CCN(C(=O)OC(C)(C)C)CC1)c1ccccc1	-18%	?	0%
Cc1ccc(C(=O)N/C(=C\c2cccs2)C(=O)NCCCn2ccnc2)cc1	-6%	-3%	-3%

Remaining list, next part
SMILES	DT40 TDP1 no CPT	DT40 TDP1 CPT	TDP1 inh
CC(=O)c1ccc(NC(=O)CSc2nc(=O)cc(N)n2-c2ccccc2)cc1	-1%	-11%	6%
CCC(=O)c1ccc(OCc2cn(CC(=O)c3ccc(O)cc3)nn2)cc1	-4%	-23%	·
CCc1ccc2[nH]c(=O)c(CN(CCN(CC)CC)C(=S)NCc3ccco3)cc2c1	?	?	6%
CC(NC(=O)c1ccccc1F)c1nnc(SCC(=O)Nc2nccs2)n1C (centres undefined)	2%	1%	-3%
COCC1CCN(Cc2cn[nH]c2-c2cc3ccccc3o2)C1 (centres undefined)	-25%	-13%	4%

Compound profiles (already shown).
COCC1CCN(Cc2cn[nH]c2-c2cc3ccccc3o2)C1 (centres undefined) in the list: DT40 TDP1 no CPT = -25%; DT40 TDP1 CPT = -13%; TDP1 inh = 4%
CCC(=O)c1ccc(OCc2cn(CC(=O)c3ccc(O)cc3)nn2)cc1 in the list: DT40 TDP1 no CPT = -4%; DT40 TDP1 CPT = -23%; TDP1 inh = ·
